Artemis inh – blocks endonuclease activity of human Artemis; Q96SD1; recombinant Artemis, quenched FAM hairpin cleavage fluorescence; inhibition, % at 10 µM; 0.78% of 30,000 active; AID 686954;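 active = at 10 µM dose, at least 30% inhibition, measured as corrected fluorescence normalized to stimulator and neutral control wells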
Target sequence (Q96SD1 whole entry, looked up): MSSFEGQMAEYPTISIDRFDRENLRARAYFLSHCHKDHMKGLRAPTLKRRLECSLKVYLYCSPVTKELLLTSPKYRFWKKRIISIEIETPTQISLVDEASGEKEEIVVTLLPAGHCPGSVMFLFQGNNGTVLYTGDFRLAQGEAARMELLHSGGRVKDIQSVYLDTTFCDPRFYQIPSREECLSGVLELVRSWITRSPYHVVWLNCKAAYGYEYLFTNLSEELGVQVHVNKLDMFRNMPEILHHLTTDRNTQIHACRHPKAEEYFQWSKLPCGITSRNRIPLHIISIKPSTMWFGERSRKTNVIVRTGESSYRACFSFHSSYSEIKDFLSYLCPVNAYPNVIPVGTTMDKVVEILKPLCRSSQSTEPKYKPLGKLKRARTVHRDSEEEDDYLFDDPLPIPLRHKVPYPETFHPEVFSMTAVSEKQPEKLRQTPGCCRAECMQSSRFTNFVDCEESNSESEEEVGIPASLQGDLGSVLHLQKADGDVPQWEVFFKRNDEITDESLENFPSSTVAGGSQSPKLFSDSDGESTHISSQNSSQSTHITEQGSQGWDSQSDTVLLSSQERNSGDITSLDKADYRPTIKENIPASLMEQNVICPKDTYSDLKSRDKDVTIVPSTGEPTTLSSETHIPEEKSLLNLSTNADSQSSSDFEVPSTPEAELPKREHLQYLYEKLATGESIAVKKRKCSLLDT
An asterisk follows results filed as active.

SMILES	Artemis inh
COc1cc2cc(CN(C(=O)Nc3ccccc3)C3CCCC3)c(=O)[nH]c2cc1OC	-1
C=C(C)C1Cc2c(C)nn(-c3ccccn3)c2C1 (stereo not given)	1
Cc1cc(NC(=O)CSc2ccc3c(c2)OCCO3)no1	-3
Cc1ccc(CNC(=O)/C=C/c2ccccc2Cl)cc1	0
CCOC(=O)/C=C1\SCC(=O)N1CC(=O)NC(C)C	-4
Nc1nncn1C(=O)CCCOc1ccccc1	10
N#C/C(=C\c1cccc(Cl)c1)c1n[nH]c(Cn2cncn2)n1	8
COc1ccc(C2NC(=O)NC(C)=C2C(C)=O)cc1 (stereo not given)	1
O=C(O)CCSCc1ccccc1F	-5
COc1ccc(NC(=S)NCc2ccco2)cc1	4
CC(=O)N1CCC(=O)N(C(C)C)c2ccccc21	-2
O=C(CCSCCc1ccccn1)Nc1ccccn1	4
COC(=O)C1=C(C)N(C)C(C)=C(C(=O)OC)C1c1ccc(F)c(Br)c1	7
Cc1ccnc2ccc(-c3nc4ccccc4o3)cc12	6
O=C(NNC(=O)c1ccccc1-n1cccc1)c1ccccc1	15
CCSc1ncc(/C=N/Nc2ccc(F)cc2)n1C	2
O=C(O)COc1ccccc1C1C2C(=O)N(c3ccc(F)cc3)C(=O)C2ON1c1ccccc1 (stereo not given)	5
CCc1nc(NCC2CCCN2CC)c2nnn(Cc3ccccc3F)c2n1 (stereo not given)	-5
CNC(=S)N(Cc1ccc(OC)cc1)C1CC(=O)N(c2ccc(Cl)cc2)C1=O (stereo not given)	-2
COc1ccc2c(c1OC)C(=O)N1N=C(c3ccccc3)CC21 (stereo not given)	-5
CC(C)OC(=O)CC(=O)CSc1nc2c(cc1C#N)CCCC2	8
COc1ccc(C(=O)NCCNC(=O)c2cc(OCC(F)(F)F)ccc2OCC(F)(F)F)cc1	-15
CC(=O)N(CCP(=O)(c1ccccc1)c1ccccc1)Cc1ccco1	-6
O=C(CSc1nnc(C2CC2)n1-c1ccccc1)NCCc1ccccc1	-8
COC(=O)c1oc2ccc(Br)cc2c1NC(=O)CN1CCN(C)CC1	-8
Cc1ccc(NC(=O)c2sc3nc4c(c(-c5ccco5)c3c2N)CCC4)cc1	8
O=C(N/N=C\c1ccc(CN(Cc2ccc(Cl)cc2)S(=O)(=O)c2ccccc2)o1)C(=O)Nc1ccc(F)cc1	9
O=C(CN1C(=O)c2cccc3cccc1c23)NCC1CCCO1 (stereo not given)	-1
CCOC(=O)c1c(NC(=O)C2c3ccccc3Oc3ccccc32)sc(C(N)=O)c1C	1
Cc1cc(S(=O)(=O)N(C)CCc2ccccc2)ccc1-n1cnnn1	-11
Cc1cc(CC(C)C)n(-c2nc3ccccc3c(=O)n2OCC(N)=O)n1	2
O=C(N/N=C\c1ccc(-c2ccccc2[N+](=O)[O-])o1)C1COc2cc3ccccc3cc2O1 (stereo not given)	36*
Cc1nc2ccc(N)cc2c(=O)n1Cc1ccc(Cl)cc1	-2
CCOC(=O)c1sc(N)nc1C(C)C	-6
O=C(OCc1nc2ccccc2s1)[C@@H]1CCCN1S(=O)(=O)c1ccccc1F	-2
COc1cc2c(cc1OC)-c1nnc(-c3cccs3)n1C1(CCCC1)C2	0
CC1(C)Nc2ccc(O)cc2-c2c1ssc2=S	4
O=C(CCCN1C(=O)c2ccccc2C1=O)NC1CCCCCC1	9
CCOC(=O)C1CCN(C(=O)C2CCN(S(=O)(=O)c3c(C)noc3C)CC2)CC1	1
CCOc1ccccc1OCCCOc1ccc(C)cc1Br	-4
C=C1CSc2nc(=O)c3c4c(sc3n21)CCCC4	1
COCCn1c(-c2ccsc2)nc2c1c(=O)[nH]c(=O)n2CC(C)C	3
CC1CCCCC1NC(=O)COC(=O)COc1ccc(Cl)cc1 (stereo not given)	-13
COc1cccc(C(CC(=O)NCCN2CCOCC2)NS(=O)(=O)c2ccc(C)cc2)c1OC (stereo not given)	-3
CN1CCN(c2ccc(S(=O)(=O)N3CCCCC3)cn2)CC1	0
COCCCn1c2nc3ccccc3nc2c2c(=O)n(-c3ccccc3OC)cnc21	-6
Cc1cccc(NC(=O)c2cc(S(=O)(=O)c3ccccc3)ccc2Cl)c1	-2
Cc1onc(-c2ccccc2)c1C(=O)NCc1ccco1	-4
CN1CCN(C(=O)c2cc3c(ccc4ccccc43)oc2=O)CC1	-3
Cn1cc([N+](=O)[O-])c(C(=O)Nc2nc(-c3ccc(Cl)cc3)cs2)n1	8
O=C(Cn1cnc2c(cnn2-c2ccc(F)cc2)c1=O)OCc1ccccc1	-1
CN1C(=O)N(C)C2(c3ccccc3)NC(=O)NC12c1ccccc1 (stereo not given)	-2
CC(=O)Nc1ccc(S(=O)(=O)Nc2nc3n(n2)C(c2ccccc2)CC(=O)N3)cc1 (stereo not given)	9
CCCn1c(Cc2ccccc2)n[nH]c1=S	1
CC(=O)c1c(C)nc(-c2ccccc2)nc1NC(=O)C(C)C	-9
CC(=O)c1c(C)nc2nonc2c1N	-2
CSc1cccc(NC(=O)CN(c2ccc(C)cc2C)S(C)(=O)=O)c1	-1
COc1cc(NC(=S)NCc2ccco2)cc(OC)c1	-1
COC(=O)CCC(=O)Nc1cccc(Cl)c1	-15
COc1ccc(C(=O)NCCCCCC(=O)O)cc1OC	-6

Remaining list, next part:
SMILES	Artemis inh
Cc1ccc(C2C(C#N)=C(N)Oc3n[nH]c(-c4ccccc4)c32)o1 (stereo not given)	17
O=C(C1CCCCC1)N1CCC(c2nc3c(nnn3Cc3c(F)cccc3Cl)c(=O)[nH]2)CC1	-2
COc1ccccc1CNC(=O)CCCn1c(=O)c2ccccc2n(CC(=O)NC2CCCC2)c1=O	-7
CCC(=O)N1CC(C)C(=O)Nc2ccccc21 (stereo not given)	-1
COc1ccc(-n2c(SCC(=O)NCc3cccs3)nnc2-c2ccoc2C)cc1	-2
CCn1nc(CC(=O)Nc2nnc(CC(=O)N3CCCC3)s2)c2ccccc2c1=O	3
O=c1cc(-c2ccncc2)oc2ccccc12	-1
CCOC(=O)c1c(NS(C)(=O)=O)sc2c1CCC(C)C2 (stereo not given)	4
Cc1cc(C)cc(C(=O)N2CC(=O)Nc3ccccc32)c1	5
CCN(CC)c1ccc(NC(=O)Nc2ccccc2C(F)(F)F)cc1	4
COc1ccc(Cl)c(NC(=O)Nc2c(C)n(-c3ccccc3)c(=O)n2C)c1	-2
O=C(Nc1nc(-c2cc3ccccc3oc2=O)cs1)c1ccc(Br)o1	23
COc1cc(SC#N)ccc1N=Cc1c(C)[nH]n(-c2ccc(Cl)cc2)c1=O	21
Cc1nnc(SCC(=O)N/N=C/c2cn(-c3ccccc3)nc2-c2ccccc2)n1-c1ccccc1	15
CCOC(=O)c1ccc(NC(=O)CSc2nnc(Cc3cccs3)n2C)cc1	4

Another view of 5 compounds above:
structure | Artemis inh
COc1cccc(C(CC(=O)NCCN2CCOCC2)NS(=O)(=O)c2ccc(C)cc2)c1OC (stereo not given) | -3
O=C(NNC(=O)c1ccccc1-n1cccc1)c1ccccc1 | 15
COC(=O)CCC(=O)Nc1cccc(Cl)c1 | -15
CCCn1c(Cc2ccccc2)n[nH]c1=S | 1
CC(=O)N(CCP(=O)(c1ccccc1)c1ccccc1)Cc1ccco1 | -6

(further entries)
SMILES	Artemis inh
COCC(=O)N(CCc1ccc(OC)c(OC)c1)Cc1nc2ccccc2c(=O)[nH]1	-2
COC(=O)c1c(C)c2c(C)cc3ccccn3c-2c1C(=O)OC	3
CCC(CC)C(=O)NCCc1cc2c(OC)ccc(OC)c2[nH]c1=O	-4
CCCCc1nc2sc3c(SCC(=O)NCc4ccco4)ncnc3c2c2c1CCC2	14
CC(C(=O)Nc1sc2c(c1C(=O)NCc1ccco1)CCCC2)N1C(=O)c2ccccc2C1=O (stereo not given)	-10
COc1ccccc1N1CCN(C(=O)c2ccc(S(=O)(=O)N3CCCCC3)cc2)CC1	-2
CCCC(=O)Nc1cccc(-c2nc3cc(C)c(C)cc3o2)c1	2
C(=N\N1CCN(C2c3ccccc3-c3ccccc32)CC1)/c1ccncc1	6
O=[N+]([O-])c1ccccc1NCCNc1ncc(C(F)(F)F)cc1Cl	4
COc1ccc(CCNC(=O)C2CCN(S(=O)(=O)c3cc(OC)ccc3OC)CC2)cc1	-4
CC1Cc2ccccc2N1C(=O)c1cnsn1 (stereo not given)	6
CCOC(=O)c1ccc(CSc2nnc(C)n2N)o1	-6
Cc1cccc(C(CC(=O)O)n2cccc2)c1 (stereo not given)	-2
c1cc2c3c(cccc3c1)C(N1CCCCC1)=N2	24
O=C(OCc1ccccc1)c1ccc2c(c1)-c1ccccc1C2=O	5
CC(C(=O)N1CCCCC1)N1C(=O)c2ccccc2C1=O (stereo not given)	9
Cc1ccc(OCc2nnc(NC(=O)OCC(C)C)s2)cc1	2
O=C1NC(=O)/C(=C/c2ccccc2Oc2ccc(Cl)cc2)S1	27
CCOc1ccc(NS(=O)(=O)c2ccc3[nH]cc(C(=O)NCC4CCCO4)c(=O)c3c2)cc1 (stereo not given)	-3
CCNC(=O)Cn1cc(C#N)c2ccccc21	1
CC(C)COC(=O)NCCOC(=O)Nc1cccc(Cl)c1	3
CCOC(=O)C1C(=O)NC(N2CCCCC2)=NC1c1ccco1 (stereo not given)	6
COc1ccc2c(c1)c(C(=O)OCCN(C)C)c(C)n2C	11
COc1ccccc1N(CC(=O)N/N=C/c1ccc(OCC(=O)NCc2ccco2)cc1)S(=O)(=O)c1ccc(C)cc1	15
Cc1cc(C)n(C(=O)CN2C(=O)CCC2=O)n1	0
CCCc1c(C)[nH]c2ccccc2c1=O	1
Cc1ccc(NC(=S)NCc2cccnc2)cc1	-2
Cc1ccc(S(=O)(=O)Nc2ccc3nc(C)sc3c2)cc1	4
c1ccc(C2=Nc3ccccc3OC2)cc1	-1
O=C(NC1CCCCCC1)C1CCN(C(=O)Cc2ccccc2)CC1	-4
CC1CCCCC1NC(=O)COC(=O)c1ccccn1 (stereo not given)	2
Cc1ccc(OCCNC(=O)C2CC(=O)N(c3ccc(C)cc3)C2)cc1 (stereo not given)	0
COc1ccc(CNc2nc(NCc3ccc(OC)cc3)n(S(C)(=O)=O)n2)cc1	3
CCCc1nc2n[nH]c(N)c2c2c1CCC2	-3
CCn1nnnc1SCC(=O)N(C1CCCCC1)C1CCCCC1	6
OC(CCN1CCOCC1)(c1ccc(Cl)cc1)C1CCCCC1 (stereo not given)	0
CC(=O)OCc1cc2cc(C)ccc2[nH]c1=O	0
Cn1c(=N)n(CC(O)c2cccc3ccccc23)c2ccccc21 (stereo not given)	1
COCCCNC(=O)CC(NS(=O)(=O)c1ccc(Cl)cc1)c1ccco1 (stereo not given)	-2
COc1ccc(-c2noc(CCC(=O)N3CCN(Cc4ccccc4)CC3)n2)cc1	1
Cc1ccccc1CSCC(=O)NC1CCCC1	-7
Nc1nonc1-n1nncc1-c1ccccc1	-3
N#Cc1c(NC(=O)CSc2ncn(-c3ccccc3)n2)sc2c1CCCC2	7
Cc1c(NC(=O)c2cc(-n3cnnc3)ccc2Cl)cccc1-c1nc2ccccc2o1	-4
O=C(Nc1cccc(C(F)(F)F)c1)/C(=C/c1ccco1)NC(=O)c1cccs1	-4
CCc1nc(Sc2nc(C)cc(C)n2)c2oc3ccccc3c2n1	6
Cc1nc(N2CCCC2)c2ccsc2n1	0
O=C(NC1=NCCS1)C1Cc2ccccc2CN1C(=O)c1ccccc1 (stereo not given)	2
CN(C)CC(=O)c1c[nH]c2ccccc12	-1
CC(=O)N1CCN(c2ccccc2NC(=O)COc2ccc(Cl)cc2Cl)CC1	1
Cc1ccc2c(CC(=O)OCc3cc(=O)n4c(n3)sc3ccccc34)coc2c1	13
CCSc1nnc(Nc2ccccc2)s1	-6
CC1(C)CC(=O)C(C=Nc2ccccc2)=C(O)C1	-9
COc1cc(OC)cc(C(=O)N2CCN(S(C)(=O)=O)CC2)c1	-5
COc1ccc(CCNC(=O)CN2C(=O)c3ccccc3S2(=O)=O)cc1	-6
COCCNC(=O)c1ccc2c(c1)ncn2-c1ccc(F)c(F)c1	8
COc1cccc(OCCNC(=O)c2cccc(OC)c2)c1	0
CC1CCC(C(C)C)C(OC(=O)CSc2nnc(N)s2)C1 (stereo not given)	6
COc1ccc(CNc2n[nH]c(NCc3ccc(OC)c(OC)c3)n2)cc1OC	10
N/C(CSc1nc(-c2ccccc2)c(-c2ccccc2)o1)=N\O	8

Entries listed so far with a CF3 group, in the order listed:
SMILES	Artemis inh
COc1ccc(C(=O)NCCNC(=O)c2cc(OCC(F)(F)F)ccc2OCC(F)(F)F)cc1	-15
CCN(CC)c1ccc(NC(=O)Nc2ccccc2C(F)(F)F)cc1	4
O=[N+]([O-])c1ccccc1NCCNc1ncc(C(F)(F)F)cc1Cl	4
O=C(Nc1cccc(C(F)(F)F)c1)/C(=C/c1ccco1)NC(=O)c1cccs1	-4

6 structures from above, sorted by molar mass, smallest number first.
SMILES	Artemis inh
CN(C)CC(=O)c1c[nH]c2ccccc12	-1
Cc1nc(N2CCCC2)c2ccsc2n1	0
CCSc1nnc(Nc2ccccc2)s1	-6
COc1cc(OC)cc(C(=O)N2CCN(S(C)(=O)=O)CC2)c1	-5
CCc1nc(Sc2nc(C)cc(C)n2)c2oc3ccccc3c2n1	6
O=C(NC1=NCCS1)C1Cc2ccccc2CN1C(=O)c1ccccc1 (stereo not given)	2

Other compounds
SMILES	Artemis inh
O=C(COc1ccc(Cl)cc1)Nc1ccccc1CO	5
Cc1ccc(-n2nc(-c3cccs3)cc2C(=O)NCC2CCCO2)c(C)c1 (stereo not given)	5
CN1C(=O)N(C)C2(CC1(C)C)CC(C)(C)N(C)C(=O)N2C	-2
N=c1n(CCN2CCCCC2)c2ccccc2n1CC(O)COc1ccccc1 (stereo not given)	-4
COc1ccc(C(=O)c2ccccc2Cl)cc1	-6
N#CCCN1CCN(S(=O)(=O)c2ccc(C#N)cc2)CC1	-6
O=C(/C=C/c1ccc(OCCCF)cc1)NCc1cccc(Cl)c1	-9
COC(=O)C1=C(C)C(c2ccc(OC)cc2OC)NC(=O)N1 (stereo not given)	-12
COc1cccc(NC(=O)C2CC(=O)OC23CCOC(C)(C)C3)c1 (stereo not given)	-2

From PubChem BioAssay

Not all compounds are listed; count on the stated rates, not on these rows.
